APP 5'UTR act: activators of APP 5'UTR luciferase reporter, primary screen, SH-SY5Y cells; SH-SY5Y APP 5'UTR luciferase reporter, luminescence; zero percent = DMSO vehicle wells; activation, % at 2 µM; 190,000 compounds, 1% hits;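 active means activation above a set limit, based on mean plus 3 SD of controls, cut at about 140% in these data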; further: values of inactives mirror those of a sister screen read the other way
STAT1 activator: STAT1 signaling activators, primary screen, cell-based, HTS, luciferase reporter; activation (% of control), % at 5.5 µM; 200,000 compounds, 2.6% hits; NIH 3T3 STAT1-luciferase reporter, IFN-gamma, luminescence; 100% = IFN-gamma alone, no compound;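 active means activation above the screen-wide mean activation plus 3 SD, cut at about 130% in these data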;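 further: raw ratio to IFN-gamma control signal so 100% means no change and 0% no light; values of inactives mirror those of a sister screen read the other way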
G6PDH CS: L. mesenteroides G6PDH inhibitors, counter-screen for G6PDH-coupled screening assays, biochemical, Leuconostoc mesenteroides enzyme; glucose-6-phosphate dehydrogenase [Leuconostoc mesenteroides]; Purified L. mesenteroides G6PDH, diaphorase/resazurin coupled fluorescence, 45 min; inhibition, % at 5 µM; 200,000 compounds, 0.12% hits; AID 1020, 2008; in the data active means inhibition above about 50%
Efa HMGR inh: inhibitors of E. faecalis class II HMGR, primary screen, biochemical, Enterococcus faecalis; HMG-CoA reductase (Enterococcus faecalis, mvaE); purified E. faecalis HMGR, NADPH absorbance 340 nm kinetic; inhibition, % at 10 µM; 190,000 compounds, 0.41% hits;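 active means inhibition above a set limit, the median over all tested compounds plus 3 SD, cut at about 9.5% in these data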;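 further: enzyme runs in reverse so mevalonate oxidation gives rising NADPH absorbance; 0% = complete reaction with DMSO and 100% = background rate lacking mevalonate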
Redox H2O2 prof: compounds producing H2O2 with reducing agent – biochemical, NIH compound library profiling, artefact control for MLSCN library redox annotation, primary screen; DTT-dependent redox cycling H2O2, phenol red/HRP absorbance; 100% = 100 µM peroxide control, 0% = buffer; activation, % at 10 µM; 200,000 compounds, 0.03% hits;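 active means activation of at least 50% relative to the plate's high and low controls in the primary single-dose screen; inactive means activation below 50%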;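 further: compound incubated with DTT at 0.8 mM final as the reducing agent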
APP 5UTR inh: inhibitors of APP translation via 5'UTR reporter, primary screen, APP 5'UTR luciferase, SH-SY5Y cells. SH-SY5Y APP 5'UTR-luciferase reporter, luminescence. inhibition, % at 2 µM. 190,000 compounds, 0.82% hits;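 active means inhibition above a set limit, derived from the sample mean plus 3 SD, cut at about 45% in these data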; further: values of inactives mirror those of a sister screen read the other way
Hsp70 act: Hsp70 transcriptional activators, primary screen, cell-based, HeLa, Hsp70 promoter luciferase, luminescence, 10 µM. HeLa Hsp70 promoter luciferase reporter; scaled: vehicle 0, proteasome-inhibitor control 100%. activation, % at 10 µM. 200,000 compounds, 0.04% hits. AID 1203, 2008;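 active means activation above the mean across all tested compounds plus 3 SD, cutoff set per campaign, cut at about 5.5% in these data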;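 further: 100% = MG132 at 30 µM as the positive control and 0% = DMSO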
NF-kB neuron act: activators of NF-kB expression in neurons, primary screen, cell-based, HTS | human neuronal cells, NF-kB reporter expression; active compounds read high | fold change at 12.5 µM | 190,000 compounds, 1.6% hits | AID 1239, 2008; in the data active means fold change above about 3.3
FLuc act counter: FLuc activators, initial screening, artefact control for FLuc-dependent activation tests, biochemical, ATPlite luminescence. AID 1027, 2008. activation factor at 10 µM. 200,000 tested, under 10 active. ATPlite luciferase biochemical, 10 min; 0 = ATP-free wells, 1 = DMSO control;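 active means luciferase activation factor, scaled between plate controls, of at least 2 with compound at 10 µM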
Target sequence (P08659 whole entry, looked up): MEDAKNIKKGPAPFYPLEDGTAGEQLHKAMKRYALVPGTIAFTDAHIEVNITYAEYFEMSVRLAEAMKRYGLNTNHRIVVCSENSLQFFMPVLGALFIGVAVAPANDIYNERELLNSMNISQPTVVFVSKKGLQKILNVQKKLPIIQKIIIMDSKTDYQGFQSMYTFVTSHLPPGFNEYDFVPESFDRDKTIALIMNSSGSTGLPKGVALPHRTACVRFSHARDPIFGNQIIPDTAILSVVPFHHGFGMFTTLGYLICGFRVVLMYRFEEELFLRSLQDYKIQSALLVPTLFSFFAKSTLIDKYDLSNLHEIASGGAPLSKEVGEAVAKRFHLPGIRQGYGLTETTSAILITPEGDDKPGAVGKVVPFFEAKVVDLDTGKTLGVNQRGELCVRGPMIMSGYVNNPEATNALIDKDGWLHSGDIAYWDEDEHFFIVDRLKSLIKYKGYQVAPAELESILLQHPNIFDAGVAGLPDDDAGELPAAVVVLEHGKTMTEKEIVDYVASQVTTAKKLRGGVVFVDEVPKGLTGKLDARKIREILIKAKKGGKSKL
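Assay system – cell-free luciferase reagent · Medium – PBS-based ATP solution · Dosing – test compounds dosed from 2 mM stocks in 100% DMSO · Timing – 10 min, room temperature · Technique – light output (luminescence) · Measure – luminescence gain marking luciferase activators · Controls – No-ATP low control, compound-free enzyme-plus-ATP high control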
FLuc inhib CS: firefly luciferase enzyme inhibitors, primary screen, artefact control for luciferase-based inhibitor screens, biochemical, luminescence, ATPLite; 10 min; Luciferin 4-monooxygenase (Photinus pyralis), P08659; AID 1006, 2008; 200,000 compounds, 1.5% hits; inhibition, % at 10 µM;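 active means inhibition above about 50% when tested at 10 µM, limit read from the data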
Numbers without * were called inactive; · = no result given.

SMILES	APP 5'UTR act	STAT1 activator	G6PDH CS	Efa HMGR inh	Redox H2O2 prof	APP 5UTR inh	Hsp70 act	NF-kB neuron act	FLuc act counter	FLuc inhib CS
CCN(CC)CCn1c(=N)n(CCOc2ccccc2)c2ccccc21	-24	97	2	-2	0.1	24	-0.2	1.2	1	-2
Cc1ccc(NC(=S)NCCN2CCOCC2)cc1F	-10	104	5	-4	-0.3	10	-0.5	1.3	1	-4
CCOc1ccc(S(=O)(=O)NCCC2=CCCCC2)c2ccccc12	14	103	4	-5	1.9	-14	-0.2	1	1	-4
COc1ccc(-c2csc(Nc3ccc(S(=O)(=O)Nc4cc(OC)nc(OC)n4)cc3)n2)cc1	·	104	-14	6	0.0	·	-0.4	0.96	1.1	-5
CCOc1ncccc1C(=O)NCc1ccccc1	14	101	0	-5	-0.3	-14	-0.4	1.2	1	-2
O=C(Nc1ccc(C(=O)N2CCCCC2)cc1)c1ccc(Br)cc1	6	99	2	-1	2.4	-6	0.4	1.1	1	-2
O=C(N/N=C/c1ccc[nH]1)c1ccc([N+](=O)[O-])cc1	-7	104	-11	-2	-0.7	7	-0.2	1.6	0.5	46
CCNc1ccc(S(N)(=O)=O)cc1[N+](=O)[O-]	4	92	-6	-2	-1.3	-4	0.2	1.2	1	-4
c1ccc(-c2noc(C34CC5CC(CC(C5)C3)C4)n2)cc1	-8	104	-1	-6	0.2	8	0.2	1.6	1	0
CCOC(=O)c1c(C)[nH]c(C=C2C(=O)CCCC2=O)c1O	-3	102	9	-1	0.2	3	-0.4	1.2	1.1	-7
Cc1cccc(C)c1Nc1nnc(SCC(=O)Nc2ncc(C(F)(F)F)cc2Cl)s1	-10	103	0	-4	-0.6	10	-0.2	1.3	1	1
CCOC(=O)C(Cc1ccccc1)C(=O)Nc1ccccc1C (centres undefined)	5	105	4	-2	-7.7	-5	-0.2	1.2	1	-4
C/C(=N\NS(=O)(=O)c1ccc(Cl)c([N+](=O)[O-])c1)c1cc2ccccc2o1	·	98	4	2	0.1	·	-0.3	1.1	1.1	-10
CC1(C(=O)NCCN2CCOCC2)C=CC2(CCCCC2)N1C(=O)c1ccccc1 (centres undefined)	12	104	16	9.7*	0.5	-12	0.0	1.6	1.1	-5
Cc1ccccc1CSCC(Nc1ccc(C(=O)O)cc1[N+](=O)[O-])C(=O)O (centres undefined)	-6	100	-6	-4	0.3	6	-0.2	1	1.1	-6
Cc1cc(NC(=O)CSc2ccc(Cl)cc2)no1	4	89	-13	2	2.8	-4	-0.1	1.1	1.1	-6
CCOC(=O)N1CCN(C(=O)Nc2ccccc2Cl)CC1	7	86	0	1	-0.4	-7	-0.2	0.87	1	-3
Cc1c(O)cc2n(c1=O)-c1ccccc1C2(C)C	-10	100	5	-7	-1.1	10	0.3	0.86	1	-2
CCC(=O)Nc1ccc(Nc2ccccc2)cc1	-8	105	-11	2	3.5	8	-0.3	1.4	0.9	5
Cc1c(CN(C)C(=O)c2ccc(Br)o2)cnn1C	6	106	10	1	0.4	-6	0.1	1.6	1	-1
CCCCn1nc(C(=O)Nc2ccc(S(=O)(=O)Nc3ncccn3)cc2)c2ccccc2c1=O	36	98	-2	-7	0.0	-36	-0.3	1	1.1	-9
CC1CC(C)CN(Cc2nc(N)nc(Nc3ccc4ccccc4c3)n2)C1 (centres undefined)	-16	98	-34	2	-0.3	16	-0.1	0.81	1	-4
O=C(NC1CCCCC1)C1CCN(c2nccs2)CC1	5	99	-1	0	-0.1	-5	-0.2	1.2	1.1	-7
C1=CCC(CN2CCN(C3CCCCCC3)CC2)CC1 (centres undefined)	0	88	9	-5	0.0	0	-0.4	1.1	1.1	-9
N#Cc1ccc(C(=O)Nc2ccc([N+](=O)[O-])cc2)c(F)c1	1	118	12	-4	0.0	-1	-0.2	1.3	1	-5
Cc1ccc(C(c2nnnn2CCc2ccccc2)N2CCC(C)CC2)cc1 (centres undefined)	4	97	14	0	0.5	-4	-0.6	0.68	1	2
CCOCC(=O)Nc1nnc(Cc2ccc(OC)cc2)s1	9	96	-2	-1	0.5	-10	-0.1	1.2	1	-3
CCN1C(=O)N(c2cccc3ccccc23)C(C)=CC1(C)C	-2	97	4	-3	0.7	2	-0.4	0.83	1	-2
CS(=O)(=O)N1CCc2cc(S(=O)(=O)Nc3ccc4oc5c(c4c3)CCCC5)ccc21	-2	92	0	-7	-4.0	2	0.0	0.73	1.1	-8
O=C(O)CNC(=O)c1nc(-c2ccccc2)n(-c2ccccc2)n1	4	88	4	-7	0.0	-4	-0.2	1.2	1	3
O=C(CCc1ccc(S(=O)(=O)N2CCOCC2)cc1)N1CCN(Cc2ccc3c(c2)OCO3)CC1	4	87	5	0	0.1	-4	-0.1	2.3	1	-2
CC(C)c1ccc(S(=O)(=O)/N=C2/C=CC(=O)c3ccccc32)cc1	-17	94	55*	0	-1.2	17	-0.1	·	1	-5
CC(=O)c1ccc(N2CCN(C(=O)c3ccc(OCc4c(C)noc4C)cc3)CC2)cc1	-16	93	12	-5	0.2	16	-0.2	0.92	1.1	-7
CCOC(=O)N/N=C/c1ccc(C)o1	-2	96	-1	-3	3.6	2	-0.3	1.1	1.1	-8
CCN(CC)c1ccc(/C=N/N2CCN(Cc3ccc(C)cc3C)CC2)c(O)c1	9	101	0	0	0.0	-9	-0.4	1.1	1	-3
Cn1c(SCC(=O)N2CCOCC2)nnc1-c1cnccn1	-18	114	7	2	1.6	18	-0.3	1.1	1	-4
Cn1cnc2cc(NCc3cccs3)ccc21	13	112	9	-2	0.6	-13	0.2	1.9	1	1
Cc1ccc(C)c2[nH]c(=O)c(CCNC(=O)c3ccco3)cc12	-12	93	6	-3	0.0	12	-0.2	1.1	1.1	-5
CCCOc1ccc(C(CC(=O)O)NC(=O)c2ccc3c(c2)OCO3)cc1 (centres undefined)	-1	106	10	1	-0.3	1	-0.1	1.2	1.1	-6
COc1ccccc1N1CCN(C(=O)c2ccc3nc(-c4ccco4)c(-c4ccco4)nc3c2)CC1	13	97	4	-6	1.2	-13	-0.5	·	1	-3
Cc1ccccc1NP(=O)(c1ccccc1)c1nc2ccccc2s1 (centres undefined)	6	96	9	-4	-3.8	-6	0.0	1.1	1	-3
CC(NC(=O)Nc1ccc(Cl)c(Cl)c1)C(c1ccccc1)N1CCOCC1 (centres undefined)	8	100	4	1	-0.2	-8	-0.2	0.91	1	-1
CCN(CC)c1ccc(/C=C2\C(=O)c3ccc(C(=O)O)cc3C2=O)cc1	9	108	3	-2	-0.3	-8	-0.2	1.1	0.1	92*
CC(=O)c1ccc(NC(=S)N2CC(C)CC(C)C2)cc1 (centres undefined)	9	103	20	-9	0.4	-9	0.1	1.1	1.1	-7
COC(=O)c1ccc(-n2nnnc2SCC(=O)Nc2ccccc2OC)cc1	17	104	3	-1	1.1	-17	-0.2	1.1	1.1	-10
NCC(=O)NCC(=O)OCc1ccccc1	0	97	0	2	0.0	0	-0.2	1.2	1.1	-7
Cc1cc(C)n(-c2cc(N3CCN(S(=O)(=O)c4ccc5ccccc5c4)CC3)ccc2[N+](=O)[O-])n1	9	104	19	-2	2.0	-9	-0.1	0.6	1	-4
Cc1nn(CC(=O)O)c(C)c1C	17	96	8	-1	1.8	-17	0.4	1.1	1	4
COc1ccc(Sc2nc(-c3ccccc3)ncc2C(=O)O)cc1	-9	103	7	-6	-1.4	9	-0.1	1.1	1.1	-9
c1ccc(-n2nnnc2Sc2ncnc3sc4c(c23)CCCC4)cc1	6	96	7	-5	-0.3	-6	-0.4	0.98	1	-2

Next part
SMILES	APP 5'UTR act	STAT1 activator	G6PDH CS	Efa HMGR inh	Redox H2O2 prof	APP 5UTR inh	Hsp70 act	NF-kB neuron act	FLuc act counter	FLuc inhib CS
CN(C)S(=O)(=O)c1cccc(NC(=S)NCCCn2ccnc2)c1	-1	97	8	-7	-0.9	1	-0.3	1	1	-3
COc1ccc(S(=O)(=O)N(C(C)=O)c2ccc3oc(=O)sc3c2)cc1	8	96	2	1	-1.4	-8	0.0	1.5	1	0
CCc1nnc(NC(=O)C2CCCN2S(=O)(=O)c2ccc(F)cc2)s1 (centres undefined)	9	104	-3	-3	-0.4	-9	-0.1	1.1	1	-3
O=C(c1cc(S(=O)(=O)N2CCCCC2)c(Cl)cc1N1CCOCC1)N1CCOCC1	14	99	6	-1	2.2	-14	0.0	0.87	1.1	-10
CC(C)CC(C(=O)NCC1CCCO1)N(C(=O)Cn1nnc(-c2ccc(F)cc2)n1)c1cccc(C(F)(F)F)c1 (centres undefined)	-10	104	8	-4	1.0	10	-0.1	0.8	1	-5
Cc1nn(Cc2ccccc2Cl)c(C)c1N	6	112	0	-6	2.0	-6	0.2	1.2	1.1	-6
CC(=O)N(C)c1nnc(-c2ccccn2)s1	21	113	-1	0	-0.2	-21	-0.2	1.6	1	1
c1ccc(Nc2c(-c3ccco3)nc3ccccn23)cc1	1	107	4	-8	0.2	-1	-0.2	1.1	1	-2
CC(C)n1c(SCC(=O)Nc2ccccc2N2CCOCC2)nc2c1c(=O)n(C)c(=O)n2C	5	113	6	-1	2.6	-5	-0.3	0.54	1	-5
COc1ccccc1NC(=O)CSc1nnc(Cn2cnc3ccccc32)o1	21	101	12	-1	-0.6	-21	-0.1	0.94	1.1	-7
Cc1nnc(N2C(=O)C(O)=C(C(=O)c3ccco3)C2c2ccc(C(C)(C)C)cc2)s1 (centres undefined)	27	106	3	-6	0.2	-27	-0.6	1.1	1	2
CNc1[nH]ncc1[N+](=O)[O-]	74	128	-1	2	-1.1	-74	0.1	1.3	1	-3
COc1ccc(CN(Cc2cc3cccc(C)c3[nH]c2=O)C(=O)N(C)C)cc1	4	95	2	1	2.5	-4	-0.3	0.71	1.1	-8
COc1cc(C(=O)OCCCN=C2NS(=O)(=O)c3ccccc32)cc(OC)c1OC	13	100	-4	-3	-0.4	-13	-0.2	1	1	-2
CN(C)c1ccc(N2CN=C3SCC(=O)N3C2)cc1	136*	160*	23	-2	0.5	-136	-0.2	0.58	1	-1

Pulled by compound from the list above, 3 records:
SMILES	APP 5'UTR act	STAT1 activator	G6PDH CS	Efa HMGR inh	Redox H2O2 prof	APP 5UTR inh	Hsp70 act	NF-kB neuron act	FLuc act counter	FLuc inhib CS
COc1ccc(CN(Cc2cc3cccc(C)c3[nH]c2=O)C(=O)N(C)C)cc1	4	95	2	1	2.5	-4	-0.3	0.71	1.1	-8
COc1cc(C(=O)OCCCN=C2NS(=O)(=O)c3ccccc32)cc(OC)c1OC	13	100	-4	-3	-0.4	-13	-0.2	1	1	-2
CNc1[nH]ncc1[N+](=O)[O-]	74	128	-1	2	-1.1	-74	0.1	1.3	1	-3

Hits appear at their usual frequency. Share with any hit: about 5.3%.
